# LMPTP block – LMPTP (human) inhibition. actives 0.22% (n = 360,000). recombinant LMPTP-A, OMFP fluorogenic substrate, fluorescence intensity. inhibition, % at 20 µM. AID 651560;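 active means compounds that cut the enzyme signal by at least half of the control window in the single-dose screen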;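 further: plate controls were DMSO wells with enzyme plus substrate for no effect and substrate without enzyme for full effect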
# Target sequence (P24666 whole entry, looked up): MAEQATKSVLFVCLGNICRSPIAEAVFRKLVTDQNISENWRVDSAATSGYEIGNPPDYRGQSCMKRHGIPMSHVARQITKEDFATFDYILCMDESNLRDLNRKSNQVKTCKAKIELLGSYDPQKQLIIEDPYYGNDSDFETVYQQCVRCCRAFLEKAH
#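 Assay system: LMPTP-A enzyme. Input: 0.625 nM LMPTP-A final. Probe or stimulus: 400 µM OMFP. Compound dosing: single 20 µM dose. Schedule: 50 min dark incubation at room temperature. Detection: fluorescence intensity of OMFP turnover product. Read-out: percent inhibition versus substrate-only and uninhibited controls. Benchmarks: no-enzyme low control, uninhibited high control.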
# Tb MetRS inh – Trypanosoma brucei MetRS inhibition; purified T. brucei MetRS, ATP depletion, Kinase-Glo luminescence; inhibition, % at 11.9 µM; actives 0.4% (n = 360,000); AID 624268;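 active means inhibition above a per-plate cutoff of the control wells' mean inhibition plus 3 SD, cut at about 5.5% in these data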;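 further: 0% = DMSO wells median and 100% = median of wells with control inhibitor compound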
#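 assay system = parasite MetRS enzyme | timing = 15 min preincubation, 2 h reaction, all 25 °C | evaluation = percent inhibition relative to median high and low control wells | medium = HEPES buffer containing pyrophosphatase, BSA, spermine, DTT | compound = single dose, 11.9 µM final nominal, 0.9% final DMSO | detection = Kinase-Glo luminescence, ATP depletion format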
# Rpn11 inh – blocks the human proteasome subunit Rpn11. calls only at 20 µM. O00487. human 26S proteasome, Ub4-pepOG fluorescence polarization; 20S core pre-blocked with epoxomicin. AID 588493. actives 0.59% (n = 360,000);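 active means inhibition at 20 µM, scaled to each plate's controls, above about 33%, limit read from the data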
# SUMO1-SIM PPI – SUMO1-SIM interaction modulation; P63165; actives 0.33% (n = 360,000); inhibition, % at 20 µM; SUMO1 binding to a labelled peptide, TR-FRET, 1 h; in the data active means inhibition above about 37%
# PABP1 MLLE inh – blocks PAM2 peptide binding to the PABP1 MLLE domain; P11940; GST-MLLE / FITC-PAM2 fluorescence polarization; inhibition, % at 20 µM; actives 0.36% (n = 360,000); AID 588489; in the data active means inhibition above about 35%, passing the limit was not always enough;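 further: plate controls were DMSO wells with GST-MLLE for no effect and wells lacking GST-MLLE protein for full effect; some results filed as inactive read as strong as hits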
# CSN inh – CSN deneddylation inhibition. Q92905. Purified CSN, SCF-Nedd8-OG deneddylation, fluorescence polarization. inhibition, % at 12.5 µM. actives 0.38% (n = 360,000);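 active means pattern-corrected inhibition above about 35%, with an unprinted fluorescence ratio check between 0.5 and 1.5, limit read from the data, passing the limit was not always enough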;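 further: 0% = enzyme with substrate and 100% = substrate without enzyme; some results filed as inactive read as strong as hits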
#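 Material: human Csn5 produced in HEK293T cells; Input: enzyme 0.24 nM; Reagent: SCFSkp2-Nedd8OG substrate at 10 nM final; Dosing: 12.5 µM compound; Incubation: 90 min reaction at room temperature; Detection: fluorescence polarization of the substrate; Evaluation: % inhibition of substrate cleavage by Csn5; Control set: substrate-only high control, full reaction low control.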
# NadD block – NadD (S. aureus) enzyme inhibition. inhibition, % at 20 µM. actives 0.78% (n = 360,000). purified NadD enzyme, colorimetric absorbance read-out; in the data active means inhibition above about 26%; further: some compounds past the cut are filed as inactive
# DNMT1 block – blocks human DNA methyltransferase DNMT1; AID 588458; DNMT1 molecular beacon, Hinp1I cleavage, fluorescence; P26358; actives 0.83% (n = 360,000); inhibition (reported as % activation of signal), % at 10 µM; in the data active means inhibition above about 50%
# STEP inh – blocks human striatal-enriched tyrosine phosphatase. P54829. recombinant STEP, OMFP fluorogenic substrate, fluorescence. inhibition, % at 20 µM. actives 0.25% (n = 360,000). AID 588621;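 active means inhibition at 20 µM, scaled per plate between control wells, above about 37%, limit read from the data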;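 further: 0% = DMSO with enzyme and substrate and 100% = substrate only without enzyme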
# Target sequence (P54829 whole entry, looked up): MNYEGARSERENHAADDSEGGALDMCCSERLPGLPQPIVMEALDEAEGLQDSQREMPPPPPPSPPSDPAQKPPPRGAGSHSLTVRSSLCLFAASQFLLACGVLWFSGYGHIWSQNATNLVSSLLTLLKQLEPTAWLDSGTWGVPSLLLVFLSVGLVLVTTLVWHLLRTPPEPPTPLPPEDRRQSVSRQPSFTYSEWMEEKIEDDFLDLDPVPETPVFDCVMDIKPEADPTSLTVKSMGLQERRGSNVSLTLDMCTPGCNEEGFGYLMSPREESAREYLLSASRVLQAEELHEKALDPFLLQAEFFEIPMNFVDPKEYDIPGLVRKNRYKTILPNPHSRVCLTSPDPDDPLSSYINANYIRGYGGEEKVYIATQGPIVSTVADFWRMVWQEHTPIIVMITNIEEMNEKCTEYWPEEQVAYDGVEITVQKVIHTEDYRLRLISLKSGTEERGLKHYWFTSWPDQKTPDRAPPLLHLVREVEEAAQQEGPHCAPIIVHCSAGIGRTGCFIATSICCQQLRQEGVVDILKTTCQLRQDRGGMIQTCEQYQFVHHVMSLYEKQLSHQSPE
#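 System: STEP (striatal-enriched tyrosine phosphatase) enzyme, cell-free; medium: Bis-Tris pH 6.0 buffer with DTT, detergent; dosing: 20 µM, 1% DMSO; times: reaction 20 min, ambient temperature; detection: fluorescence, 480/540 nm; read-out basis: normalized % inhibition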
# Scp1 inh – blocks human Scp-1 phosphatase activity | inhibition, % at 20 µM | actives 0.88% (n = 340,000) | Q9GZU7 | Recombinant Scp1, phosphopeptide, malachite green phosphate absorbance;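 active means inhibition above about 50% at 20 µM, limit read from the data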;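 further: plate controls were DMSO wells with enzyme for no effect and wells lacking enzyme for full effect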
#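 assay system = SCP-1 phosphatase catalytic domain, residues 76-261 | buffer or medium = 50 mM Tris acetate pH 5.5, 0.005% Tween-20, 10 mM MgCl2 | incubation = enzyme reaction 45 min at room temperature, colour 5 min, stabilisation 30 min | signal = Phosphate-binding colour reagent, absorbance read at 630 nm | measure = % inhibition at 20 µM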
# * hit, by the source's call; i = inactive; . = not tested or not shown; & = joins results of further samples.
[1] COc1ccc(NC(=O)C(CC(C)C)NC(=O)C2CCCCC2)c(OC)c1 (stereo not drawn)
[2] Cc1cccc2sc(N(CCCN3CCOCC3)C(=O)CS(=O)(=O)c3ccc(F)cc3)nc12
[3] COc1ccccc1NC(=O)Nc1ccc(Cl)c(S(=O)(=O)Nc2ccccc2OC)c1
[4] CC(C)(C)C1CCC(C(=O)OCC(=O)Nc2ccc3[nH]c(=O)[nH]c3c2)CC1 (stereo not drawn)
[5] NC(=O)c1cc([N+](=O)[O-])ccc1NCc1ccc(F)cc1
[6] Cc1ccc(S(=O)(=O)N2C[C@H]3C(=O)C[C@@H](c4ccccc4)N(S(=O)(=O)c4ccc(Br)cc4)[C@H]3C[C@H]2c2ccccc2)cc1
Assay by compound,1,2,3,4,5,6
LMPTP block,-0.8,0.5,-0.3,1.4,-0.5,-0.1
Tb MetRS inh,0.5,-0.1,-0.4,-0.5,-0.1,0.0
Rpn11 inh,i,i,i,i,i,i
SUMO1-SIM PPI,-4,-5,2,10,-33,2
PABP1 MLLE inh,-11,2,5,-14,0,-1
CSN inh,-2,-4,-2,-3,-6,-2
NadD block,-12,-7,3,19,-6,11
DNMT1 block,-1,-2,-2,1,1,-1
STEP inh,0,2,-1,0,0,-1
Scp1 inh,-4,-3,-6,20,-2,.

[7] O=S(=O)(c1ccc(Br)cc1)c1nc(-c2ccccc2)oc1N1CCOCC1
[8] COc1ccc(CNc2cccc3[nH]c(C(F)(F)F)nc23)cc1OC
[9] CN(C)c1ccc(C=NCC2COc3ccccc3O2)cc1 (stereo not drawn)
[10] O=C(O)COc1ccc(=O)n(-c2ccccc2)n1
[11] Cc1ccc(NC(=O)N2C(=O)C3(OCCO3)c3ccccc32)cc1
[12] CCCNC(=O)c1cc(C2CCCN(C(=O)c3cc(C(C)(C)C)nn3C)C2)on1 (stereo not drawn)
Assay by compound,7,8,9,10,11,12
LMPTP block,1.2,2.7,-0.6,0.1,-0.4,-1.0
Tb MetRS inh,-0.6,0.2,-0.6,-0.2,0.3,-0.2
Rpn11 inh,i,i,i,i,i,i
SUMO1-SIM PPI,-3,-1,-9,-6,3,3
PABP1 MLLE inh,0,-6,-8,12,2,0
CSN inh,-2,3,4,-2,1,3
NadD block,-8,0,-4,-10,-4,-2
DNMT1 block,-3,-21,3,4,1,0
STEP inh,0,-2,-5,0,-4,1
Scp1 inh,1,-4,-3,-3,-10,.

[13] O=C(COC(=O)CCc1ccc(S(=O)(=O)N2CCOCC2)cc1)Nc1ncc(C(F)(F)F)cc1Cl
[14] CCC(C)c1ccc(NC(=O)c2cccnc2)cc1 (stereo not drawn)
[15] CCOc1ccc(-n2nc3c(SCCN4CCCC4)nnc(C)c3c2C)cc1
[16] CCC(C)Sc1ccc(-c2nc3cnccn3c2NC2CCCCC2)cc1 (stereo not drawn)
[17] Cc1cc(OCCNCCO)cc(C)c1Cl
[18] O=C(COc1nsnc1N1CCOCC1)Nc1ccccc1Cl
Assay by compound,13,14,15,16,17,18
LMPTP block,-0.8,-1.4,14,2.5&-0.7,-2.8,-0.4
Tb MetRS inh,-0.2,-0.9,-0.4,-0.4&0.3,-1.1,0.1
Rpn11 inh,i,i,i,i,i,i
SUMO1-SIM PPI,-2,-7,-13,-4&-6,-10,1
PABP1 MLLE inh,-9,11,-39,-16,11,-10
CSN inh,0,5,3,6&1,-4,1
NadD block,-2,-7,-1,5&7,-8,-3
DNMT1 block,2,-1,2,-15,0,-2
STEP inh,0,-3,-2,1,-3,1
Scp1 inh,-7,-3,-2,16,9,-7

[19] Cc1cccnc1NC(=O)c1ccc(Cl)c(S(=O)(=O)N2CCCCCC2)c1
[20] O=C1CCOc2cc(OCc3ccccc3)ccc21
[21] O=C(N/N=C/c1ccsc1)c1c[nH]c2ccccc12
[22] CC(=O)Nc1cccc(-c2ccnc3c2CC(C(=O)NCCC(F)(F)F)O3)c1 (stereo not drawn)
[23] Cn1cccc1-c1cc(C(=O)N/N=C/c2ccc(Cl)cc2)[nH]n1
[24] O=C(COC(=O)c1ccco1)Nc1nc2ccccc2s1
[25] CSc1ncc(-c2ccccc2)cn1
Assay by compound,19,20,21,22,23,24,25
LMPTP block,-0.4,0.3,-0.1,-0.6,2.2,-0.2,1.0
Tb MetRS inh,0.5,-0.1,1.1,-0.1,-0.8,-1.5,-0.4
Rpn11 inh,i,i,i,i,i,i,i
SUMO1-SIM PPI,0,2,-5,4,-6,1,-4
PABP1 MLLE inh,-4,8,13,-5,-6,-1,13
CSN inh,4,-2,4,2,2,-1,9
NadD block,4,-1,-2,1,0,-3,-9
DNMT1 block,2,-8,2,1,-6,3,0
STEP inh,0,0,1,1,5,0,0
Scp1 inh,0,-7,-4,.,2,0,-6

# Record cards, as listed above. Screens in order: LMPTP block | Tb MetRS inh | Rpn11 inh | SUMO1-SIM PPI | PABP1 MLLE inh | CSN inh | NadD block | DNMT1 block | STEP inh | Scp1 inh
# Profile of `O=C(N/N=C/c1ccsc1)c1c[nH]c2ccccc12` → -0.1 | 1.1 | i | -5 | 13 | 4 | -2 | 2 | 1 | -4
# Profile of `CC(=O)Nc1cccc(-c2ccnc3c2CC(C(=O)NCCC(F)(F)F)O3)c1` (stereo not drawn) → -0.6 | -0.1 | i | 4 | -5 | 2 | 1 | 1 | 1 | .
# Profile of `Cc1cccnc1NC(=O)c1ccc(Cl)c(S(=O)(=O)N2CCCCCC2)c1` → -0.4 | 0.5 | i | 0 | -4 | 4 | 4 | 2 | 0 | 0
# Profile of `O=C(COC(=O)c1ccco1)Nc1nc2ccccc2s1` → -0.2 | -1.5 | i | 1 | -1 | -1 | -3 | 3 | 0 | 0

# From PubChem BioAssay
